Screening results as filed in PubChem.
HCV core dimer: HCV core protein dimerization inhibition; TR-FRET GST/Flag-core106 dimerization, 1536-well; inhibition, % at 5 µM; 300,000 compounds, 0.33% hits;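 active = inhibition above the mean of all tested compounds plus 3 SD, set per screening campaign, cut at about 45% in these data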
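Assay system: tagged HCV core106 pair (GST and Flag); medium: KF-containing HEPES buffer, pH 7.45, DTT, CHAPS, BSA; also added: Eu donor and XL665 acceptor anti-tag antibodies; dosing: 5 µM single dose; timing: compound-protein-antibody incubation 4 h at 22.5 °C; signal: TR-FRET 671 and 617 nm emission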
PP5 inh: inhibitors of human protein phosphatase 5 (PP5); purified PP5c, OMFP substrate fluorescence; inhibition, % at 6.7 µM; 320,000 compounds, 0.18% hits;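 active = inhibition above the campaign's mean inhibition across all tested compounds plus 3 SD, cut at about 9.5% in these data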;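 note: 0% = DMSO only and 100% = 100 µM cantharidin control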
PP1 counter: counter-screen for PP5 inhibitors: inhibitors of human PP1-alpha. P62136. purified PP1alpha, OMFP fluorescence. inhibition, % at 6.7 µM. 320,000 compounds, 0.9% hits;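 active = inhibition above the mean inhibition of all tested compounds plus 3 SD, computed separately for each screening campaign, cut at about 15% in these data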
TPT1 inhibitor: C. albicans TPT1 enzyme inhibition. recombinant caTPT1, FP RNA substrate dephosphorylation. inhibition, % at 5 µM. 300,000 compounds, 0.81% hits. AID 1962;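 active = inhibition above the mean of all tested compounds plus 3 SD, set per screening campaign, cut at about 24% in these data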;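 note: plate controls were DMSO alone for no effect and ferristatin control at 100 nM for full effect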
PAFAH2 FP inh: inhibitors of human PAFAH2 | inhibition, % at 3.39 µM | 340,000 compounds, 0.99% hits | recombinant PAFAH2, FP-rhodamine activity probe, fluorescence polarization;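 active = inhibition above the mean over all tested compounds plus 3 SD, cut at about 30% in these data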;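 note: inhibitors block probe labeling of enzyme so polarization drops; 0% = enzyme with DMSO and 100% = wells lacking PAFAH2 protein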
proCasp3 act: activators of human procaspase-3. activation, % at 8.5 µM. 330,000 compounds, 0.11% hits. P42574. recombinant procaspase-3 D3A, Ac-DEVD-pNA absorbance 405 nm;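 active = activation above the mean of all tested compounds plus 3 SD, cut at about 21% in these data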;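 note: 0% = DMSO alone and 100% = DMSO wells spiked with extra 5 µM PC-3 D3A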
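Assay system – Procaspase-3 D3A mutant, all three cleavage aspartates alanine · Controls – DMSO-only low control, 5 µM PC-3 D3A high control · Schedule – 1 h compound preincubation, 2 h substrate hydrolysis at 25 °C · Signal – 405 nm absorbance of p-nitroaniline, reads at 0 and 120 min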
proCasp7 act: activates human procaspase-7, counter-screen for procaspase-3 activators. P55210. recombinant procaspase-7, Ac-DEVD-pNA absorbance 405 nm; D23A/D198A/D206A triple mutant, cannot self-cleave; scale: DMSO 0, 5 µM enzyme 100. activation, % at 8.5 µM. 330,000 compounds, 0.093% hits. AID 463210;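 active = percent activation above the screen-wide mean plus 3 SD, cut at about 25% in these data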
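Assay system: Uncleavable procaspase-7 mutant enzyme / Input: 2 µM procaspase-7 mutant as dispensed / Dosing: single nominal 8.5 µM compound dose, 0.8% DMSO final / Timing: 1 h enzyme–compound preincubation and 2 h substrate reaction, both 25 °C / Detection: p-Nitroaniline absorbance at 405 nm, read at 0 and 120 min / Replication: singlicate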
AHR activator: activates the human aryl hydrocarbon receptor. AHR-responsive luciferase reporter cells, luminescence. activation, % at 5 µM. P35869. 320,000 compounds, 2.5% hits; in the data active = activation above about 47%;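 note: 0% = vehicle wells and 100% = reference agonist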
Target sequence (P35869 whole entry, looked up): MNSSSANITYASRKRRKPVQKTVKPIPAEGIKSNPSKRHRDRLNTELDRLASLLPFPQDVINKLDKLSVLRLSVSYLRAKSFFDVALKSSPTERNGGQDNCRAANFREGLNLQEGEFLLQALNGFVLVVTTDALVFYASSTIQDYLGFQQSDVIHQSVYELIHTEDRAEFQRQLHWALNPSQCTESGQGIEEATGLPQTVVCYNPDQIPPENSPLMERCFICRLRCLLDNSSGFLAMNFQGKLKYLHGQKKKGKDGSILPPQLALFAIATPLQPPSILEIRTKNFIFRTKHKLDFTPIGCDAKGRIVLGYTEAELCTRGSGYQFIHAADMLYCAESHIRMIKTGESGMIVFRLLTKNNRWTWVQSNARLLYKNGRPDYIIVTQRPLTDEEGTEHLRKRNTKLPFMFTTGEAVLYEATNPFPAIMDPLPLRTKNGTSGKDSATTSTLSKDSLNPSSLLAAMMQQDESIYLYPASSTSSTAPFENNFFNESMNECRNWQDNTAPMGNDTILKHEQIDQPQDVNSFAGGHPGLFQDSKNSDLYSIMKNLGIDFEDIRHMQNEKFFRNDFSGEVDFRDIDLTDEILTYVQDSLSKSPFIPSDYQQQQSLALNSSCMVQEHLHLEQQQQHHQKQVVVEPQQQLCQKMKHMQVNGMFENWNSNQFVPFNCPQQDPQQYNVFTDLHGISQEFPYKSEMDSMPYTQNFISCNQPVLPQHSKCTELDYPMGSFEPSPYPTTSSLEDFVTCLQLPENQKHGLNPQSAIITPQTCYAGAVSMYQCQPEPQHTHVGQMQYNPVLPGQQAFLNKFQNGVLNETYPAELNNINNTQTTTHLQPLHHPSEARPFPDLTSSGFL
CTSL1 counter: counter-screen for PFM18AAP inhibitors: inhibitors of F. hepatica cathepsin L1; recombinant F. hepatica cathepsin L1, Z-Leu-Arg-MCA fluorescence; inhibition, % at 5.96 µM; 300,000 compounds, 0.49% hits; AID 1906;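 active = inhibition above the mean of all tested compounds plus 3 SD, set per screening campaign, cut at about 17% in these data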;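 note: 0% = plate median of test compound wells and 100% = 1 µM Z-Phe-Ala-diazomethylketone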
Numbers without * were called inactive; nt = not tested or not shown.

#1 O=C(COC(=O)c1cc([N+](=O)[O-])ccc1N1CCOCC1)Nc1ccc(Cl)cn1
#2 Cc1ccc2nc(NC(=O)c3ccc(Br)o3)sc2c1
#3 CCCc1nc2c(o1)CC(CC(C)SCC)CC2=O (configuration not stated)
#4 CC(=O)Nc1ccc(OCC(=O)NC(C)C(C)C)cc1 (configuration not stated)
#5 COc1ccccc1NC(=O)CCCn1c(=S)[nH]c2ccccc2c1=O
#6 CCNc1nc(N)nc(Oc2ccc(C(=O)OC)cc2)n1
#7 N#Cc1c(Cc2cccc3ccccc23)nn(CCO)c1N
#8 Cc1ncsc1C(=O)Nc1cccc(C(F)(F)F)c1
compound no.	1	2	3	4	5	6	7	8
HCV core dimer	5	-4	2	-3	-2	-1	7	0
PP5 inh	0.6	-0.1	-4.6	0.1	3.5	1.0	4.4	-3.0
PP1 counter	-3	0	-7	0	-3	-1	-5	-5
TPT1 inhibitor	0	-1	-5	-2	-3	-6	-3	0
PAFAH2 FP inh	7	3	0	-7	7	0	5	0
proCasp3 act	-3	-6	-6	8	1	0	-2	-5
proCasp7 act	-9	-8	0	6	-2	7	-1	-10
AHR activator	14	16	2	-2	48*	0	14	15
CTSL1 counter	-11	1	8	-1	2	1	-1	-2

Printed as active in AHR activator (from the list above):
| No. | mol | HCV core dimer | PP5 inh | TPT1 inhibitor | PAFAH2 FP inh | proCasp3 act | AHR activator |
| --- | --- | --- | --- | --- | --- | --- | --- |
| 5 | COc1ccccc1NC(=O)CCCn1c(=S)[nH]c2ccccc2c1=O | -2 | 3.5 | -3 | 7 | 1 | 48* |

Remaining list, next part:
#9 CCOC(=O)c1cnc(SCC(=O)Nc2nnc(CC)s2)nc1N
#10 CCCn1nc2ccccc2c1P(=N)(N1CCOCC1)N1CCOCC1
#11 CC(=O)c1ccc(S(=O)(=O)N2CCC3(CC2)OCCO3)cc1
#12 COC(=O)C/C=C/[C@@H](C)[C@@H](/C=N/OCC[C@@H]1C=C[C@H](OC(C)=O)[C@@H](COC(C)=O)O1)NS(=O)(=O)c1ccc(C)cc1
#13 COc1ccc(Cc2nc3ccc(S(N)(=O)=O)cc3[nH]2)cc1OC
#14 Cc1nnc(NC(=O)c2ccc(S(=O)(=O)N3CCCCC3C)cc2)o1 (configuration not stated)
#15 O=C(Nc1ccc2oc(=O)ccc2c1)c1ccc(-c2ccccc2[N+](=O)[O-])o1
#16 CN(C)C(CNC(=O)CSc1nc2ccccc2c(=O)n1Cc1ccco1)c1ccccc1 (configuration not stated)
compound no.	9	10	11	12	13	14	15	16
HCV core dimer	2	-3	-8	-9	2	-2	0	3
PP5 inh	0.5	0.3	5.8	-5.0	2.1	5.1	0.2	0.2
PP1 counter	-2	2	-5	-7	1	13	8	-5
TPT1 inhibitor	2	-4	-1	-9	-2	-2	-1	-2
PAFAH2 FP inh	4	-2	-1	nt	nt	4	2	7
proCasp3 act	13	-2	0	-9	0	9	-5	0
proCasp7 act	9	0	-8	-12	1	-9	4	7
AHR activator	0	0	2	0	7	7	-5	5
CTSL1 counter	-2	1	1	-1	-5	-8	1	-4

#17 COc1ccc(C(=O)Nc2cccc(S(=O)(=O)N3CCCC3)c2)cc1S(=O)(=O)N1CCOCC1
#18 CC(=O)Nc1ccc(S(=O)(=O)NNC(=O)COc2ccc(C(C)(C)C)cc2)cc1
#19 COc1cccc(N/C(C)=C/C(=O)c2ccc(Br)cc2)c1
#20 COc1ccc(C2NC(=O)CS2)cc1OC (configuration not stated)
#21 CCc1cccc(CC)c1NC(=O)COC(=O)CCc1cc(OC)c(OC)c(OC)c1
#22 COCCOC(=O)c1c(C)oc2ccc(NS(=O)(=O)c3ccccc3)cc12
#23 Cc1cc(C)c(NC(=S)N(CCN(C)C)C(C)c2cccnc2)c(C)c1 (configuration not stated)
#24 CC(C)(C)C(=O)CC1(O)C(=O)N(Cc2ccc(Cl)cc2)c2ccccc21 (configuration not stated)
compound no.	17	18	19	20	21	22	23	24
HCV core dimer	nt	0	1	0	-7	1	-2	-3
PP5 inh	nt	2.0	-0.6	-1.5	3.4	1.6	0.3	-0.1
PP1 counter	nt	1	4	0	12	5	-4	0
TPT1 inhibitor	nt	0	1	-1	2	0	4	-2
PAFAH2 FP inh	2	4	-3	4	2	-1	3	-9
proCasp3 act	3	-9	5	1	-4	8	1	-3
proCasp7 act	9	-14	-5	-6	4	2	3	4
AHR activator	1	1	17	4	1	1	-1	-3
CTSL1 counter	nt	-2	-1	-7	-11	-2	5	3

#25 CC(C)Cc1nnc(NC(=O)c2cc(-c3ccccc3)nc3ccccc23)s1
#26 CC(=O)N1c2ccc(S(=O)(=O)NCCC(=O)Nc3ncccc3C)cc2CC1C (configuration not stated)
#27 CCc1c(C)sc(NC(=O)/C=C/C(=O)O)c1C(N)=O
#28 O=C(c1ccccc1)c1ccc(OC(=O)N2CCCC2)cc1
#29 COc1ccc(S(=O)(=O)Nc2ccc3c(c2)COC3=O)cc1OC
#30 COc1ccc(Cc2nnc(NN)[nH]c2=O)cc1OC
#31 Cc1ccc(NC(=O)CN2C(=O)CCSc3ccc(S(=O)(=O)N4CCCC4)cc32)cc1
#32 COC(=O)c1ccncc1N
compound no.	25	26	27	28	29	30	31	32
HCV core dimer	10	7	3	-6	1	7	7	2
PP5 inh	0.5	1.7	-2.4	2.9	-3.0	-3.2	-0.3	-0.8
PP1 counter	-2	-2	3	-8	-1	-5	0	4
TPT1 inhibitor	3	-4	1	1	-3	0	-2	-2
PAFAH2 FP inh	1	-3	-4	6	0	-7	-2	-1
proCasp3 act	-11	10	-9	2	-11	2	-4	13
proCasp7 act	-18	2	-11	9	-4	6	-4	11
AHR activator	-1	-1	1	0	0	7	5	-1
CTSL1 counter	-1	-4	0	-2	5	-11	1	-3

#33 CCN1CCN(C(=O)CN(c2cc(OC)ccc2OC)S(C)(=O)=O)CC1
#34 COc1cc(C(=O)NCCc2c[nH]c3ccccc23)ccc1OCc1c(C)noc1C
#35 CCOc1ccc2nc(NCCCNS(=O)(=O)c3ccc(F)cc3)c(C#N)cc2c1
#36 Cc1cc(O)c(-c2cc(C(=O)NCc3ccc4c(c3)OCO4)[nH]n2)cc1C
#37 CNC(=S)NNC(=O)COc1ccc(C)c(C)c1
#38 COc1ccc(S(=O)(=O)CCC(=O)N2CCN(c3cccc(Cl)c3)CC2)cc1
#39 Cc1ccc(CNC(=O)C2CCCN(c3cnccn3)C2)cc1 (configuration not stated)
#40 CCc1ccc(Nc2nnc(SCC(=O)NC(=O)c3cccn3C)s2)cc1
compound no.	33	34	35	36	37	38	39	40
HCV core dimer	4	10	-3	4	0	-80	-6	16
PP5 inh	0.1	-0.1	6.7	1.6	3.4	2.7	-0.7	-1.3
PP1 counter	-2	-1	0	16*	0	0	-4	0
TPT1 inhibitor	6	-2	1	-4	-3	0	3	1
PAFAH2 FP inh	-24	4	7	-8	-1	5	-3	-9
proCasp3 act	-5	3	0	-1	-4	2	1	-6
proCasp7 act	8	0	-4	-12	2	-1	4	-1
AHR activator	3	1	5	-7	1	0	58*	-4
CTSL1 counter	1	0	-1	-1	-1	-4	-1	10

#41 O=C(c1ccc(Cl)c(S(=O)(=O)N2CCCCCC2)c1)N1CCCCC1
#42 O=C(Nc1ccc(F)cc1)/C(Cl)=C/c1ccccc1
#43 CCOC(=O)[C@H]1[C@H]2COc3ccc(OC)cc3[C@@H]2N2C(=O)c3ccc(Cl)cc3NC(=O)[C@@]12C
#44 CSc1ccccc1NC(=O)CN(C)C(=O)Cn1c(=O)oc2ccccc21
#45 O=C(N/C=N/O)C(c1ccccc1)c1ncc(C(F)(F)F)cc1Cl (configuration not stated)
#46 Cc1ccc(/C=C/C(=O)N2CCN(S(=O)(=O)c3ccc(C)c(C)c3)CC2)o1
#47 O=C(COC(=O)c1ccc[n+]([O-])c1)Nc1ccc([N+](=O)[O-])cc1Cl
#48 CCOC(=O)C1CN(S(=O)(=O)c2ccccc2)C1
compound no.	41	42	43	44	45	46	47	48
HCV core dimer	-24	5	14	0	-14	28	nt	10
PP5 inh	-12	2.2	4.4	-0.7	0.3	0.3	nt	0.0
PP1 counter	8	2	5	-6	1	2	nt	-1
TPT1 inhibitor	0	-6	-2	1	-8	2	nt	-3
PAFAH2 FP inh	6	-4	5	-7	-2	5	-5	1
proCasp3 act	-10	0	-4	13	-2	-10	9	4
proCasp7 act	-18	-2	0	5	4	-7	2	-5
AHR activator	9	7	2	1	2	1	-2	0
CTSL1 counter	9	1	-2	1	-2	6	nt	0

Four entries from above, arranged by molar mass, lowest first:
#42 O=C(Nc1ccc(F)cc1)/C(Cl)=C/c1ccccc1
#47 O=C(COC(=O)c1ccc[n+]([O-])c1)Nc1ccc([N+](=O)[O-])cc1Cl
#45 O=C(N/C=N/O)C(c1ccccc1)c1ncc(C(F)(F)F)cc1Cl (configuration not stated)
#44 CSc1ccccc1NC(=O)CN(C)C(=O)Cn1c(=O)oc2ccccc21
compound no.	42	47	45	44
HCV core dimer	5	nt	-14	0
PP5 inh	2.2	nt	0.3	-0.7
PP1 counter	2	nt	1	-6
TPT1 inhibitor	-6	nt	-8	1
PAFAH2 FP inh	-4	-5	-2	-7
proCasp3 act	0	9	-2	13
proCasp7 act	-2	2	4	5
AHR activator	7	-2	2	1
CTSL1 counter	1	nt	-2	1

Further compounds follow:
#49 COc1ccc(C)cc1S(=O)(=O)N1CCN(Cc2ccccc2)CC1
#50 Oc1c(CN2CCCC(C(F)(F)F)C2)cc(Cl)c2ccccc12 (configuration not stated)
#51 CC1(C(=O)N/N=C/c2ccccc2)CC1(Br)Br (configuration not stated)
#52 CCOC(=O)c1csc(COc2ccc(OC)cc2)n1
#53 COc1ccc(NC(=O)c2oc3ccccc3c2NC(=O)C2CC2)cc1OC
#54 CCOc1cc(/C=N/Nc2nc3ccccc3[nH]2)cc(Br)c1OCC(=O)N(C)C
#55 CCOCCn1c(=O)c2c(nc3n2CCCN3CCc2ccccc2)n(C)c1=O
#56 Cc1ccc(N(CC(=O)NCc2ccccc2)C(=O)CCC(=O)Nc2ccccn2)cc1
#57 Cn1nnc2cc(C(=O)Nc3ccccc3)ccc21
compound no.	49	50	51	52	53	54	55	56	57
HCV core dimer	-5	-4	1	-1	-21	-9	-16	2	5
PP5 inh	1.5	-1.4	-1.6	0.4	5.3	2.4	0.8	1.6	-0.3
PP1 counter	6	4	3	-4	-1	8	1	1	0
TPT1 inhibitor	-1	-1	1	-1	-1	2	-2	-1	4
PAFAH2 FP inh	-3	-7	2	-1	0	6	-8	3	5
proCasp3 act	-8	-14	2	-11	-1	4	0	-1	5
proCasp7 act	0	-17	10	5	-4	2	-2	-2	-6
AHR activator	1	34	14	-6	12	26	6	6	-7
CTSL1 counter	-3	-1	-4	-5	1	6	-1	-2	0
